All columns: NCI-60 one-dose screen, growth in % after 48 h at 10 µM unless noted; 100 = growth as untreated, 0 = no growth, -100 = all killed.
SNB-75 – SNB-75 CNS cancer; actives 5% (n = 79,000)
U251 – U251 CNS tumor cells; AID 1794753; actives 5.4% (n = 80,000)
SF-295 – SF-295 CNS cancer cells. actives 5.6% (n = 79,000). AID 1794758
PC-3 – PC-3 prostate cancer cells; actives 3.9% (n = 80,000); AID 1794754
SNB-19 – SNB-19 CNS cancer cells; actives 2.5% (n = 81,000)
DU-145 – DU-145 prostate cancer | actives 4.2% (n = 81,000) | AID 1794760
SF-268 – SF-268 CNS cancer cells. actives 3.1% (n = 82,000). AID 1794759
SF-539 – SF-539 CNS cancer; AID 1794752; actives 6.8% (n = 81,000)
HCC-2998 – HCC-2998 colon cancer | actives 4.7% (n = 79,000)
* marks the source's active call; other numbers are inactive results; x = not tested or not shown. How the source made its calls: active means growth percent below 10; inactive means the rest.

SMILES	SNB-75	U251	SF-295	PC-3	SNB-19	DU-145	SF-268	SF-539	HCC-2998
COc1nc2ccccc2n2c1nc1ccccc12	87	96	97	107	96	105	103	98	112
Cc1ccc(-n2nnc(C(=O)O)c2C2CCCO2)cc1 (configuration not stated)	89	92	95	92	96	104	104	98	98
Nc1nnc(-c2cccc(Cl)c2Cl)c(N)n1	89	100	97	82	102	114	108	104	106
Fc1cccc(CNc2c3ccccc3nc3ccccc23)c1	63	35	25	49	36	42	62	27	30
N#C/C(=C\c1ccc(F)cc1)n1nnc2cc(F)c(F)cc21	96	102	104	93	100	121	101	108	102
O=C(CSc1nc2ccccc2[nH]1)c1ccccc1	93	100	95	98	102	112	110	101	94
O=c1c2sc3ccccc3c2nnn1-c1ccc(F)c(Cl)c1	40	59	4.4*	55	61	x	x	65	69
CCN(CC)CCNc1ccc(CO)c2oc3cc(Cl)ccc3c(=O)c12	70	80	98	77	97	108	x	89	88
CN(C(=O)c1cc(S(=O)(=O)Nc2cccc(Cl)c2)c(O)c(O)c1O)c1ccc(N(C)C(=O)c2cc(S(=O)(=O)Nc3cccc(Cl)c3)c(O)c(O)c2O)cc1	80	69	83	87	82	89	70	77	95
CCCn1ccc(-n2nnc(-c3nc4ccccc4[nH]3)c2N)n1	97	107	106	89	110	102	109	101	106
Cc1ccc(Nc2ncnc3c2c(C)nn3-c2ccccc2)cc1	x	73	101	59	102	99	98	98	108
COc1ccc2nc(NNC(=O)c3cnccn3)c3cccn3c2c1	25	0.4*	2.1*	17	6.9*	1.1*	9.3*	-20*	37
CC1=CC(C)(C)NC(=S)N1c1cccc2ccccc12	88	100	99	92	96	108	100	96	105
c1ccc(Cn2cc3c(c2-c2ccccc2)CCc2cnc(Nc4ccccc4)nc2-3)cc1	92	73	90	62	89	89	91	82	86
Cc1cc2ccccc2c[n+]1CCCC[n+]1cc2ccccc2cc1C	90	99	99	100	108	99	101	91	93
COc1cc(-c2ccc(NC(=O)CSC(N)=O)c(OC)c2)ccc1NC(=O)CSC(N)=O	91	89	96	58	99	101	70	100	88
CC(C)C(=O)C(C)c1ccccn1 (configuration not stated)	93	103	98	99	103	110	97	102	108
CC(C)(C)n1nnnc1C(Nc1cccc2c1OCO2)c1cc2cccc3ccc4cccc1c4c32 (configuration not stated)	115	86	82	59	84	98	79	93	99
O=[N+]([O-])c1cc(F)ccc1Nc1cc(F)cc(F)c1	85	104	100	94	111	x	103	101	112
CNC(=O)c1cc(Oc2ccc3c(c2)sc2nc(-c4ccc(F)cc4)cn23)ccn1	88	102	98	93	x	107	99	87	98
CC1(C)NC(=O)N(CN2C(=O)NC(C)(C)C2=O)C1=O	92	101	110	94	103	110	104	105	103
COc1cc(/C=C2\C=C(c3ccccc3)N(Cc3ccccc3)C2=O)cc(OC)c1OC	58	65	93	61	73	99	78	95	108
COc1nnc2c3ccccc3n(Cc3ccccc3)c2n1	95	94	x	91	90	107	101	99	110
O=S(=O)(NCCCNc1cc(-c2c(-c3cccc(O)c3)nc3sccn23)ccn1)c1c(Cl)cccc1Cl	38	68	75	37	80	66	55	90	82
CCNS(=O)(=O)c1ccc(Cl)c(Cl)c1	97	93	99	93	96	110	97	108	100
Clc1ccc2c(Nc3ccc4oc(NCCN5CCCC5)nc4c3)ccnc2c1	80	70	106	80	x	71	73	48	76
FC(F)(F)c1ccc2c(c1)n1cnnc1c1nncn21	103	x	89	98	107	118	117	114	108
CCCCC(N)C(O)c1ccccc1 (configuration not stated)	99	102	103	94	114	104	103	114	101
COC(=O)[C@]12CC[C@@H](C)[C@H](C)[C@H]1C1=CC(=O)[C@@H]3[C@@]4(C)CC[C@H](OC(C)=O)C(C)(C)[C@@H]4CC[C@@]3(C)[C@]1(C)CC2	83	105	104	74	105	105	96	96	98
COC(=O)c1ccc(C2SCC(=O)N2NC(=O)C(O)(c2ccccc2)c2ccccc2)cc1 (configuration not stated)	100	97	107	104	107	101	100	103	x
CCOc1nc(OCC)c2[nH]c(C(=O)O)c(Br)c2n1	94	124	102	100	102	117	110	104	102
CC[C@@H]1NC(=O)[C@H]([C@H](O)[C@H](C)C/C=C/c2ccc(CN3C(=O)C(C)=C(C)C3=O)cc2)N(C)C(=O)[C@H](C(C)C)N(C)C(=O)[C@H](CC(C)C)N(C)C(=O)[C@H](CC(C)C)N(C)C(=O)[C@@H](C)NC(=O)[C@H](C)NC(=O)[C@H](CC(C)C)N(C)C(=O)[C@H](C(C)C)NC(=O)[C@H](CC(C)C)N(C)C(=O)CN(C)C1=O	73	71	69	40	76	74	71	87	87
Cc1cc(C)c(O)c(C)c1O	113	106	106	101	97	108	110	97	107
CCCCCCCCCCCCCCCCCCOc1cccc(CC(=O)NCC[N+](C)(C)C)c1	71	42	89	48	58	100	78	93	69
CC(C)CC(=O)OCCCc1ccccc1	87	94	103	77	95	102	94	99	96
C/C(=N\Nc1ccc(S(N)(=O)=O)cc1)c1cnn(-c2cc(=O)[nH]c3ccc(Cl)cc23)c1C	65	74	91	82	75	89	71	67	100
CCC1CCC(C)NC1 (configuration not stated)	89	96	92	94	100	107	102	100	106
CCN(CC)CCCC(Nc1c2ccc(Cl)cc2nc2ccc(OC)cc12)c1ccc(F)cc1 (configuration not stated)	93	-29*	92	73	46	33	68	-82*	-85*
c1ccc(Nc2cccc3ccccc23)cc1	76	89	97	91	107	111	97	96	97
COc1ccc(/C=C2\Oc3cc(C)c(Cl)cc3C2=O)cc1	98	95	105	103	99	107	104	103	110

Continued (7 carried over from the part before).
SMILES	SNB-75	U251	SF-295	PC-3	SNB-19	DU-145	SF-268	SF-539	HCC-2998
CCCCCCCCCCCCCCCCCCOc1cccc(CC(=O)NCC[N+](C)(C)C)c1	71	42	89	48	58	100	78	93	69
CC(C)CC(=O)OCCCc1ccccc1	87	94	103	77	95	102	94	99	96
C/C(=N\Nc1ccc(S(N)(=O)=O)cc1)c1cnn(-c2cc(=O)[nH]c3ccc(Cl)cc23)c1C	65	74	91	82	75	89	71	67	100
CCC1CCC(C)NC1 (configuration not stated)	89	96	92	94	100	107	102	100	106
CCN(CC)CCCC(Nc1c2ccc(Cl)cc2nc2ccc(OC)cc12)c1ccc(F)cc1 (configuration not stated)	93	-29*	92	73	46	33	68	-82*	-85*
c1ccc(Nc2cccc3ccccc23)cc1	76	89	97	91	107	111	97	96	97
COc1ccc(/C=C2\Oc3cc(C)c(Cl)cc3C2=O)cc1	98	95	105	103	99	107	104	103	110
CC(=O)c1ccc(NC(=O)Nc2ccc(S(=O)(=O)Nc3ccc(Cl)nn3)cc2)cc1	86	103	103	104	96	110	99	98	107
O=C1NC(=C(Cl)Cl)/C(=N/S(=O)(=O)Nc2ccc(F)cc2)N1	70	100	107	99	97	105	99	96	x
COc1ccc2cc([C@H](C)C(=O)N/N=C/c3ccc(C)cc3)ccc2c1	86	95	97	98	94	93	83	95	108
COc1ccc(C(=O)/C=C/c2ccc3c(c2)OCO3)cc1S(N)(=O)=O	90	72	92	67	61	91	98	89	107
Cc1ccc(NC(=O)C(c2ccccc2)c2ccccc2)cc1	75	98	100	88	92	106	99	97	107
COC(C)(C)c1cc(C(C)(C)C)c(O)c(C(C)(C)C)c1	95	99	99	92	95	116	102	x	101
CCN(CC)Cc1cc(Nc2nc(/C=C/c3ccc(Cl)cc3)nc(Cl)c2-c2ccc(Cl)cc2)ccc1O	74	77	96	68	98	111	95	91	x
COc1ccc(/C=C/C(O)CCN2CCC3CCC(C3)C2)cc1 (configuration not stated)	98	112	107	95	111	109	114	90	109
COc1ccc(C(=O)/C=C/c2ccc(/C=C/c3cc(OC)c(OC)c(OC)c3)cc2)cc1	60	36	58	52	74	68	66	86	94
Cc1ccc(C(SCC(N)C(=O)O)(c2ccccc2)c2ccc(C)cc2)cc1 (configuration not stated)	17	8.0*	15	x	36	-44*	20	-5.2*	-21*
CC(C)(C)C(=O)Nc1ccc(NC(=O)C(C)(C)C)cc1	101	106	104	x	x	117	106	95	110
Cc1c(C(=O)CN2C3CCC2CC3)c2ccc(CCS(C)(=O)=O)cc2n1-c1ccc(Cl)cc1	89	82	98	90	97	104	91	99	100
COc1ccccc1C(=O)c1ccccc1C(=O)c1ccccc1	98	92	103	89	94	114	94	110	x
CCCCCCCCCCCC(=O)NC(C)(C)C(=O)N1CCCC1C(=O)NC(C)(C)C(=O)NC(C)(C)C(=O)N1CCCC1C(=O)NC(C)(C)C(=O)NC(C)(C)C(=O)N1CCCC1C(=O)NC(C)C(=O)NCCC(=O)NC(C)C(=O)NC(C)(C)C(=O)NC(C)(C)C(=O)NC(C)(C)C(=O)NCCC(=O)NC(C)(C)C(=O)NC(C)(C)C(=O)NC(C)(C)C(=O)NC(C)C(=O)NCCC(=O)O (configuration not stated)	-90*	-95*	-97*	-93*	-97*	-99*	-61*	-92*	-92*
COc1cc(/C=C/C(=O)c2ccc(-n3cc(CN4CCN(c5cc6c(cc5F)c(=O)c(C(=O)O)cn6C5CC5)CC4)nn3)cc2)ccc1O	89	34	80	74	54	78	56	60	59
O=C(Nc1cc(F)cc2cccnc12)c1cnc(N2CCOCC2)cn1	x	95	97	63	89	69	94	88	107
C1=C(c2ccc(-c3ccccc3)cc2)CCCC1	91	108	101	87	107	99	97	93	94
COc1c(O[C@@H]2OC(CO)[C@H](O)[C@H](O)C2O)cc2oc3cc(O[C@H]4O[C@H](CO)[C@@H](O)C(O)C4O)c(CC=C(C)C)c(O)c3c(=O)c2c1CC=C(C)C (some centres not stated)	86	95	104	98	103	114	104	109	102
CCOC(=O)/C(F)=C/C1CC1CC(C)(C)C (configuration not stated)	108	106	104	104	97	111	101	97	109
CCC1=C(c2ccc(OC)cc2)C(C)(C)Oc2cc(O)c(CN3CCCC3)cc21	75	83	51	70	x	94	88	77	18
CC12CCCC(=O)N1c1ccccc1-c1nc(-c3ccccc3Cl)nn12 (configuration not stated)	75	104	107	95	97	101	99	97	112
CCCCCC[n+]1ccc(SCC(=O)n2ccc3ccccc32)c2ccccc21	100	94	82	84	87	94	101	96	93
CC1(C)CCC2(C(=O)O)CCC3(C)C(=CC[C@@H]4C5(C)CCC(=O)C(C)(C)[C@@H]5CCC43C)C2C1 (some centres not stated)	87	90	82	42	93	95	87	99	82
CC(C)(C)OC(=O)N1C/C(=C\c2cccs2)C(=O)/C(=C/c2cccs2)C1	79	84	99	75	95	107	92	99	106
O=[N+]([O-])c1ccc(N=NNc2ccc([N+](=O)[O-])cc2)cc1	106	90	80	87	99	100	99	116	106
CCc1ccc(-c2ccc(Nc3ccccc3)nn2)cc1S(N)(=O)=O	123	81	x	61	105	77	79	84	85

A run of entries from further up, for reference:
SMILES	SNB-75	U251	SF-295	PC-3	SNB-19	DU-145	SF-268	SF-539	HCC-2998
CC(C)(C)OC(=O)N1C/C(=C\c2cccs2)C(=O)/C(=C/c2cccs2)C1	79	84	99	75	95	107	92	99	106
O=[N+]([O-])c1ccc(N=NNc2ccc([N+](=O)[O-])cc2)cc1	106	90	80	87	99	100	99	116	106

Screens: PubChem, NCI

No enrichment for hits (roughly 9.9% active in at least one column).
